NOD2-RIPK2 inh: inhibitors of human NOD2-RIPK2 interaction. CHO BLA complementation NOD2-RIPK2, CCF4 ratio. AID 624267. hit rate 0.38% among 360,000. O43353. inhibition, % at 4.98 µM; in the data active means inhibition above about 21%;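 further: 0% = vehicle only and 100% = reference blocker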
Vif imaging: inhibitors of HIV Vif; HEK293T cells, Vif self-association by quenched fluorescence, imaging, 24 h; inhibition, % at 7.49 µM; hit rate 0.35% among 340,000; AID 602346; in the data active means inhibition above about 50%, passing the limit was not always enough; further: some results filed as inactive read as strong as hits
MC4R antag cAMP: blocks human MC4R cAMP signaling; MC4R-expressing cells, MTII-stimulated cAMP, LANCE TR-FRET; inhibition, % at 6.5 µM; hit rate 0.48% among 360,000; AID 540295;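 active means inhibition above its plate's cutoff, the mean of tested wells on that plate plus 3 SD, cut at about 29% in these data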;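 further: 0% = Melanotan II alone and 100% = Melanotan II plus saturating MCL0020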
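Assay system: U2OS cells stably expressing human melanocortin 4 receptor (MC4R) / Dosing: 6.5 µM / Timing: compound 30 min, challenge 1 h, detection 1 h / Measured by: Eu-cAMP/anti-cAMP TR-FRET, emission 671 nm / Replicates: singlicate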
ABHD5 PLIN5 PPI: blocks binding of human ABHD5 to perilipin-5 | Q00G26+Q8WTS1 | inhibition, % at 4 µM | Split G. princeps luciferase complementation, luminescence, 4 h | AID 602281 | hit rate 0.78% among 360,000;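 active means inhibition above the mean inhibition across every tested compound plus 3 SD, cut at about 22% in these data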;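 further: 0% = DMSO only wells and the 100% control is not disclosed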
aDG glyco up: alpha-DG glycosylation activation | AID 624168 | Pro5-aDG cells, alpha-DG glycosylation AlphaScreen (IIH6); 0% Pro5, 100% B10-LARGE cell signal | hit rate 0.22% among 360,000 | activation, % at 10 µM;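 active means activation of at least 8% versus controls, or a plate z-score of at least 8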;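 further: Pro5 are CHO cells carrying HIG-tagged alpha-DG that lacks glycosylation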
Glyco luc inh: N-linked glycosylation inhibition. AID 588692. hit rate 0.23% among 360,000. D54 ERlucT glycosylation luciferase reporter, 24 h; percent of 100 nM tunicamycin response. reporter increase, % at 12.5 µM;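 active means mean luciferase reporter signal, scaled so untreated is 0 and the glycosylation-blocking control 100, at or above a set limit in every replicate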;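 further: luciferase carries N-glycosylation sites so blocking glycosylation raises the light; 0% = median of neutral control wells and 100% = median of 100 nM tunicamycin wells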
MC4R ag barr: activates human MC4R beta-arrestin recruitment; P32245; activation, % at 8.9 µM; hit rate 0.98% among 360,000; U2OS MC4R beta-arrestin complementation, luminescence; percent of melanotan II response, DMSO zero;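 active means activation above a per-plate cutoff, the mean activation of sample wells on that plate plus 3 SD, cut at about 8% in these data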
Exocytosis inh: lytic granule exocytosis inhibition. TALL-104 LAMP-1 surface exposure, flow cytometry; cells stimulated with thapsigargin and PMA. inhibition, % at 10 µM. hit rate 0.66% among 360,000. AID 651702;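 active means inhibition above about 55%, limit read from the data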
TLR9-MyD88 block: inhibitors of human TLR9-MyD88 binding | Q9NR96+Q99836 | CHO BLA complementation TLR9-MyD88, CCF4 FRET ratio | inhibition, % at 4.98 µM | hit rate 0.21% among 340,000;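 active means inhibition above the mean over all tested compounds plus 3 SD, cut at about 21% in these data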;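 further: 0% = DMSO only wells and 100% = clavulanate BLA inhibitor control wells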
Target sequence (Q99836 whole entry, looked up): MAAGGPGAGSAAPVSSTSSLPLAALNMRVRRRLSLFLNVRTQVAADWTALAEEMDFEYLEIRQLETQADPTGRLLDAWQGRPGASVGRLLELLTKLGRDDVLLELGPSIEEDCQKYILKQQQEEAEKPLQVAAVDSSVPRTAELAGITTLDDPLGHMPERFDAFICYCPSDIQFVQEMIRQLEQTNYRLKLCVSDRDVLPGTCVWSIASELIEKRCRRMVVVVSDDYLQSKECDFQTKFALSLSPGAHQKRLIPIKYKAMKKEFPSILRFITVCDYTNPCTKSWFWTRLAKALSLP
Target sequence (Q9NR96 whole entry, looked up): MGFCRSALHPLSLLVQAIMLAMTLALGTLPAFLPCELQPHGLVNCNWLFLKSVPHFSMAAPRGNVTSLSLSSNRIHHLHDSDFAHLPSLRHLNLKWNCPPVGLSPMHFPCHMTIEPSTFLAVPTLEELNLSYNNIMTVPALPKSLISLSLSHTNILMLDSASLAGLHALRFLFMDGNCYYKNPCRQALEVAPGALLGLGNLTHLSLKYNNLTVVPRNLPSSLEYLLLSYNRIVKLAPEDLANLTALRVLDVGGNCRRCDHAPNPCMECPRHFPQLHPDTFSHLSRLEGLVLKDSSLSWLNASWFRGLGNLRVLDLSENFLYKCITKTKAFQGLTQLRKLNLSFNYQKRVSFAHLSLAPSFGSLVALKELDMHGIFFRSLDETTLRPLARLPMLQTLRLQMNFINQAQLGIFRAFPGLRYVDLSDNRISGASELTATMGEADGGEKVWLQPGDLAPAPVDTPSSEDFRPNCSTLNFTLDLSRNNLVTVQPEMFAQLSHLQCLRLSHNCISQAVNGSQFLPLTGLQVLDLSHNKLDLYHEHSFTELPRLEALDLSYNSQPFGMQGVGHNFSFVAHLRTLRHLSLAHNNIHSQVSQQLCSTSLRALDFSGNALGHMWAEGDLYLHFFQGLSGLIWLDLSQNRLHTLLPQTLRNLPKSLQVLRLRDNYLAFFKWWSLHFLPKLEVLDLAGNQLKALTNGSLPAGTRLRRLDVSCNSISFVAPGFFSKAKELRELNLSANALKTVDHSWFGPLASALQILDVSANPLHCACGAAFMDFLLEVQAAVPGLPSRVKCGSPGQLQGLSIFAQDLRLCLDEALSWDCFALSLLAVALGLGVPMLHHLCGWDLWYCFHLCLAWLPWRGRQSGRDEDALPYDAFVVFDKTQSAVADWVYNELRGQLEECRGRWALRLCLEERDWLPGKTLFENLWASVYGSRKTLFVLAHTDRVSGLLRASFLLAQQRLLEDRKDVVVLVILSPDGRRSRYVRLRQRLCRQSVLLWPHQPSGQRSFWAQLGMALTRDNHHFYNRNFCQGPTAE
ABCB6 inh MLPCN: human ABCB6 transporter inhibition; K562-ABCB6 porphyrin accumulation, flow cytometry, 1 h; active compounds read low; fluorescence ratio to DMSO, % at 10 µM; hit rate 0.19% among 360,000; AID 602162;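 active means fluorescence ratio to DMSO below 75%, the collection mean minus 3 SD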;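 further: signal is porphyrin accumulated inside mitochondria; 100% equals median channel fluorescence of DMSO control wells; lower ratio means ABCB6 inhibition with less porphyrin fluorescence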
An asterisk follows results filed as active; nt = no result given.

Order of values – NOD2-RIPK2 inh	Vif imaging	MC4R antag cAMP	ABHD5 PLIN5 PPI	aDG glyco up	Glyco luc inh	MC4R ag barr	Exocytosis inh	TLR9-MyD88 block	ABCB6 inh MLPCN
CCCN(CCC)CCCNC(=O)CC(C(=O)N1CCc2ccccc21)n1ccnc1 (configuration not stated)
→ 0.2	nt	8.7	-7.3	-0.1	0.8	2.1	-1.0	-2.8	99.0
C=CCn1c(SCC(=O)Nc2nncs2)nnc1-c1ccco1
→ 3.9	13.7	6.0	-2.3	0.1	0.9	0.1	7.2	-7.6	105.0
N#Cc1ccccc1CN1C(=O)S/C(=C/c2cccn2-c2ccc(C(=O)O)cc2)C1=O
→ 1.4	5.7	0.3	0.1	0.0	2.2	-0.3	1.2	2.3	105.0
COc1cc(-c2cc(=O)c3c(O)c(OC)c(OC)c(OC)c3o2)cc(OC)c1OC
→ -24.2	-11.6	8.9	-8.9	-0.7	-11.5	0.3	-1.9	9.0	95.0
CCc1nnc(NC(=O)CN2C(=O)NC3(CC(C)CC(C)(C)C3)C2=O)s1 (configuration not stated)
→ -13.3	-1.4	11.9	2.3	-0.2	1.1	-0.3	-5.5	-6.0	105.0
CC(C)[C@H](NC(=O)[C@@H]1CSC2c3ccccc3C(=O)N21)C(=O)NC1CCCC1 (some centres not stated)
→ 6.3	-3.2	-0.2	2.8	0.1	0.8	-3.0	-0.2	-0.2	99.0
CC1(C)Cc2c(sc3nc4n(c(=N)c23)CCCCC4)CO1
→ -1.8	-17.3	5.4	4.1	0.1	0.7	-2.1	2.2	-5.5	98.0
Oc1ccc(Br)cc1CNc1cnc2ccccc2c1
→ 0.0	-2.2	6.4	-19.6	0.4	2.7	4.5	5.5	-5.8	102.0
Cc1ccc(S(=O)(=O)NN)c(C)c1N1CCCC1=O
→ -3.2	3.5	2.5	-1.3	0.0	0.2	-1.3	-1.6	6.2	98.0
Cn1c(SCC(=O)Nc2ccccc2O)nnc1-c1ccco1
→ -6.7	-0.2	7.2	2.5	0.2	3.4	-0.8	4.7	-6.2	98.0
CCCC12CN3CCN(CC(C3)/C1=N\NC(=O)c1ccc(F)cc1)C2
→ -8.7	3.6	3.8	3.1	-0.1	0.0	-1.2	0.2	-0.9	102.0
O=C(N/N=C/c1cccc([N+](=O)[O-])c1)c1c[nH]c2ccccc12
→ -2.2	2.4	6.3	7.3	0.0	1.5	-0.7	1.1	-0.5	87.0
CC(=O)Nc1ccc(S(=O)(=O)Nc2ccc3c(c2)OCCO3)cc1
→ 1.8	1.0	6.3	-0.1	0.0	-2.4	-2.8	-0.4	-4.1	84.0
CCCCn1nnnc1C(c1ccccc1)N1CCN(c2ccc(C(F)(F)F)cc2[N+](=O)[O-])CC1 (configuration not stated)
→ 3.0	nt	nt	-15.7	-0.1	nt	nt	-12.8	nt	99.0
CCCCCCCCCCCCN1C(=O)CSC1c1cccnc1 (configuration not stated)
→ 1.1	-9.3	4.6	9.6	0.7	-2.4	1.3	-5.0	-3.0	106.0
COc1cccc(/C=N/NC(=O)c2c(C)nc3ccc(Cl)cn23)c1O
→ -3.1	-4.2	6.6	2.6	1.2	-10.9	-1.4	-10.2	-2.0	98.0
COc1ccccc1C(=O)NC(=O)CSc1nnnn1C
→ -7.8	-4.5	12.6	10.8	-0.1	2.5	1.0	-2.0	-2.0	93.0
COc1ccc(S(=O)(=O)N2CCCC2CNC(=O)C(=O)NC2CCCCCC2)cc1 (configuration not stated)
→ -16.5	-7.4	7.2	-4.2	0.0	-1.4	-0.1	-2.3	0.5	101.0
COc1ccc(/C=N/OC(=O)Nc2ccccc2OC)cc1
→ -1.6	1.6	-20.6	1.8	-0.1	14.5	-2.6	0.8	-4.8	101.0
Cc1nc(NCCO)c(C#N)c2c1COC(C)(C)C2
→ 6.7	9.4	2.8	1.7	0.0	0.1	1.9	-2.5	-2.4	99.0
CCNc1ccc(C(=O)OCC(=O)N2c3ccccc3NC(=O)C2(C)C)cc1[N+](=O)[O-]
→ -0.4	1.0	-11.1	-0.5	-0.3	-1.3	-2.6	-1.2	-3.1	91.0
COc1cc(OC)cc(C(=O)Nc2cccc3nc(C)ccc23)c1
→ -0.3	1.1	6.3	0.5	-0.2	3.0	-1.2	0.9	7.9	98.0
N#Cc1ccc2c(c1)nc1ccccn12
→ 2.4	4.3	4.8	1.2	-0.1	2.5	-1.7	-0.3	0.3	91.0
O=C(NCc1csc(-c2cccs2)n1)C1CC1
→ -15.4	-2.2	4.4	6.7	-0.1	-0.5	0.8	-0.4	3.0	91.0
Cc1sc2ncn(CC(=O)NCC(=O)N(C)C3CCCCC3)c(=O)c2c1C
→ -12.5	-1.8	27.2	-2.3	0.4	0.5	0.3	-1.3	-2.5	98.0
Cc1c(C(=O)NNC(=S)Nc2ccc(S(N)(=O)=O)cc2)oc2ccccc12
→ -11.3	-6.4	-0.1	-9.3	0.1	-0.4	-3.8	2.8	-3.7	97.0
N#Cc1nc(COc2ccccc2F)oc1NCCc1ccccc1
→ -2.7	-1.9	0.3	-8.7	0.2	-5.3	1.0	2.4	-1.4	85.0
CCOc1ccc(N2Cc3ccccc3C2)cc1
→ 0.5	-7.1	-1.1	1.8	0.0	0.3	-0.1	3.8	4.8	100.0
COc1ccc(-n2c(SCC(=O)Nc3ccc4c(c3)OCO4)nc3c(c2=O)SCC3)cc1
→ 5.7	-9.4	4.6	-8.3	0.1	-0.5	0.8	-3.8	1.7	97.0
COc1cc(OC)cc(C(=O)NCC2CCCN(C(=O)c3oc(C)cc3C)C2)c1 (configuration not stated)
→ 1.4	-8.8	3.4	5.5	0.2	-1.4	-1.4	-1.0	-13.3	92.0

Looked up by compound from the entries so far, 2 records:
Order of values – NOD2-RIPK2 inh	Vif imaging	MC4R antag cAMP	ABHD5 PLIN5 PPI	aDG glyco up	Glyco luc inh	MC4R ag barr	Exocytosis inh	TLR9-MyD88 block	ABCB6 inh MLPCN
COc1ccc(-n2c(SCC(=O)Nc3ccc4c(c3)OCO4)nc3c(c2=O)SCC3)cc1
→ 5.7	-9.4	4.6	-8.3	0.1	-0.5	0.8	-3.8	1.7	97.0
Cc1nc(NCCO)c(C#N)c2c1COC(C)(C)C2
→ 6.7	9.4	2.8	1.7	0.0	0.1	1.9	-2.5	-2.4	99.0

Next part:
Order of values – NOD2-RIPK2 inh	Vif imaging	MC4R antag cAMP	ABHD5 PLIN5 PPI	aDG glyco up	Glyco luc inh	MC4R ag barr	Exocytosis inh	TLR9-MyD88 block	ABCB6 inh MLPCN
Cc1cc2cc(CNC(=O)Nc3ccccc3)ccc2n1C
→ -3.8	6.2	4.8	13.0	-0.4	-8.3	-0.9	-0.7	0.1	138.0
COc1ccc(C2c3cc(OC)c(OC)cc3CCN2S(C)(=O)=O)cc1OC (configuration not stated)
→ -8.9	-3.0	1.7	5.7	-0.1	2.9	1.3	1.5	nt	100.0
COc1ccc(NC(=O)COc2ccc(N(C)S(=O)(=O)c3ccc(C)cc3)cc2)cc1
→ -3.2	-5.4	-1.4	0.4	-0.3	-2.5	0.5	-0.5	-2.0	100.0
COc1cccc(CN2CCNC(=O)C2CC(=O)NC2CCCC2)c1OC (configuration not stated)
→ -8.3	-5.8	-1.6	-3.8	-0.2	2.1	-3.2	2.3	3.1	97.0
CCOc1ccc(NC2=C(OC)C(=O)c3ccccc3C2=O)cc1
→ 4.0	-8.3	-9.3	-10.4	0.3	-4.6	-2.5	-10.4	0.3	100.0
O=C(Nc1cc(S(=O)(=O)N2CCOCC2)ccc1Cl)C1CCC1
→ -3.9	1.0	-6.6	-1.2	-0.1	-0.1	-2.6	-2.0	4.7	98.0
O=C(CCN1CCCO1)N1CCCC(Nc2cccc(F)c2)C1 (configuration not stated)
→ -4.6	-0.6	-2.1	-7.8	-0.1	1.1	-1.3	-4.7	6.7	102.0
O=C(CNC(=O)c1nc[nH]c1C(=O)NCC(=O)OCc1ccccc1)OCc1ccccc1
→ 2.5	5.0	20.5	-4.3	-0.6	-0.5	7.8	-18.5	1.5	87.0
O=S1(=O)NC[C@]23C[C@H](c4ccc(F)cc4)[C@@H](C[C@@H]21)O3
→ -4.5	nt	9.8	1.9	0.1	-1.0	-1.1	-5.2	6.6	103.0
COc1cc(/C=C(\C#N)C(=O)Nc2cc(C(F)(F)F)ccc2Cl)ccc1OCC(=O)Nc1cccc(C(F)(F)F)c1
→ -7.7	2.1	4.7	2.4	0.0	-7.9	0.3	-0.3	0.0	101.0
CCC(C)Sc1ccc(-c2nc3ccc(Cl)cn3c2NCc2ccccc2)cc1 (configuration not stated)
→ -1.5	4.2	7.2	-8.8	0.7	-1.6	2.3	8.4	6.4	97.0
COc1ccc(-c2nn(Cc3ccccc3)cc2C(=O)N2CCN(c3ncccn3)CC2)cc1
→ -9.6	24.5	11.3	0.7	0.1	-0.1	-1.4	-2.5	3.7	83.0
CN1CCN(CC(C)(C)NS(=O)(=O)c2ccccc2)CC1
→ -2.6	25.4	-4.5	-2.4	-0.1	0.4	-0.9	8.7	-3.7	90.0
O=C(NCc1ccccc1)[C@@H]1CCCN1C(=O)[C@@H]1CCCN1C(=O)c1cccs1
→ -9.6	nt	nt	3.0	0.1	nt	nt	-1.1	nt	94.0
CCOc1ccc(N2C(=O)C(Cl)=C(N3CCOCC3)C2=O)cc1
→ 1.3	5.0	-7.2	8.4	0.0	1.9	-0.3	-1.4	11.7	96.0
COc1ccc(C2Nc3ccccc3C(=O)N2c2ccccc2)cc1Cn1cc([N+](=O)[O-])cn1 (configuration not stated)
→ -8.8	14.4	0.2	1.5	0.3	-0.4	-2.1	-1.2	-4.1	104.0
O=C(NC1=NCCS1)c1ccc(Cl)s1
→ -14.2	3.8	0.6	-0.1	0.0	-0.1	-0.6	-1.5	2.2	106.0
COc1cc(/C=C/C(=O)O)cc(S(=O)(=O)Nc2ccc3c(c2)OCO3)c1OC
→ -19.4	-3.3	7.0	3.7	0.0	1.3	-1.3	-0.2	-3.6	104.0
COc1ccc2c(c1)CCc1c(C(=O)NC3CCCCC3)noc1-2
→ -2.4	-0.5	5.9	-2.4	0.1	-7.2	1.4	-8.4	-0.3	96.0
O=C(Nc1ccc2c(c1)[nH]c(=O)c1ccccc12)C(F)(F)F
→ -3.8	-0.3	-7.2	-8.1	-0.1	10.2	-0.8	7.0	5.4	93.0
Cc1ccc(/C=N/N2C(=S)SC(C)(C)C2N(O)C(=O)Nc2ccc([N+](=O)[O-])cc2)cc1 (configuration not stated)
→ 2.6	nt	-3.3	-0.5	-0.2	-3.9	7.0	5.3	3.5	89.0
CCOC(=O)c1c(C)[nH]c(C2=NNC(=NC(C)COC)SC2)c1C (configuration not stated)
→ 1.9	nt	16.9	-1.9	-0.1	-4.3	1.2	-0.6	-5.1	104.0
CC1(C)CC(=O)C=C(NCc2ccccc2)C1
→ 4.7	-4.2	-3.3	6.6	-0.2	-2.0	-0.7	-0.4	-3.3	98.0
OCCCN1CCN(CCCOc2ccccc2-c2ccccc2)CC1
→ 0.4	-0.7	0.4	-3.5	-0.2	-1.0	-0.1	-1.1	-5.0	99.0
O=C(Oc1ccccc1Cl)c1ccccc1P(=O)(O)O
→ -6.8	nt	4.3	2.1	-0.1	0.8	-1.7	-0.2	-3.4	115.0
COC(=O)C1=C(C)N(Cc2ccccc2)C(=NCc2cc(OC)c(OC)c(OC)c2)N[C@H]1CCc1ccccc1
→ -11.2	nt	3.2	6.8	0.5	-6.7	-0.2	11.3	1.3	94.0

Screening data deposited in PubChem by several laboratories.

A portion of the library; the hit share may differ from the screen's.
